Anesthetic bind: qHTS Assay for Identification of Novel General Anesthetics; Ferritin light chain (Equus caballus), P02791; apoferritin/1-aminoanthracene competitive binding, fluorescence; Potency, µM (doses to about 77.5 µM), inactives show at the highest dose activity change, negative = displacement, most hits filed as inhibitors; hit rate 0.074% among 350,000; AID 485281, 2010; note: potency is the fitted concentration of half-maximal effect; % is set by controls: 0 for no effect and ±100 for the full control effect; nearly all actives have a fitted effect of over 20% in size
Target sequence (P02791 2-175 limits assumed): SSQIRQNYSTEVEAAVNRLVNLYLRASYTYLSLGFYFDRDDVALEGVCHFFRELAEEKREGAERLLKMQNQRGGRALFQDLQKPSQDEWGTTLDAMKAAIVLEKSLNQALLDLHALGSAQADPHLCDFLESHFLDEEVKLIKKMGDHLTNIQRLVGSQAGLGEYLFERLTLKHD
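Apoferritin-based anesthetic binding model; compound displacement of fluorescent 1-AMA measured as endpoint fluorescence after 10 minutes at room temperature, scaled to free-ligand and complex controls.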
BLM helicase inh: qHTS Assay for Inhibitors of Bloom's syndrome helicase (BLM). hit rate 0.2% among 350,000. RecQ-like DNA helicase BLM (Homo sapiens), P54132. recombinant BLM DNA unwinding, fluorescence dequenching. Potency, µM (titrated, usually from 56.1 µM), inactives show at the top dose activity change, negative = inhibition, usual class: inhibitors. AID 2528, 2010;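 note: potency is the fitted concentration of half-maximal effect; plate controls were vehicle for no effect and no enzyme for full effect; nearly all actives have a fitted effect of over 35% in size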
TRHR agonist: qHTS for Small Molecule Agonists and Allosteric Enhancers of Human TRH Receptor: Primary Screen for Agonists; TRHR cells, calcium flux fluo-8, FDSS agonist mode; activation, % at 2 µM; hit rate 0.18% among 360,000; AID 493084, 2011; in the data active = activation above about 30%; note: 0% is about no effect
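Fluo-8-loaded TRHR cells; 10 s baseline, compound added, kinetic Ca2+ fluorescence read 1/s, agonist mode.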
Pol kappa inh: qHTS for Inhibitors of Polymerase Kappa | Potency, µM (top dose mostly 107 µM), for inactives: at the highest dose activity, negative = inhibition, most hits filed as inhibitors | DNA polymerase kappa (Homo sapiens), Q9UBT6 | hit rate 0.53% among 400,000 | purified Pol kappa, fluorescent DNA synthesis assay, 10 min; note: potency is the fitted concentration of half-maximal effect; % is set by controls: 0 for no effect and ±100 for the full control effect
Target sequence (Q9UBT6 whole entry, looked up): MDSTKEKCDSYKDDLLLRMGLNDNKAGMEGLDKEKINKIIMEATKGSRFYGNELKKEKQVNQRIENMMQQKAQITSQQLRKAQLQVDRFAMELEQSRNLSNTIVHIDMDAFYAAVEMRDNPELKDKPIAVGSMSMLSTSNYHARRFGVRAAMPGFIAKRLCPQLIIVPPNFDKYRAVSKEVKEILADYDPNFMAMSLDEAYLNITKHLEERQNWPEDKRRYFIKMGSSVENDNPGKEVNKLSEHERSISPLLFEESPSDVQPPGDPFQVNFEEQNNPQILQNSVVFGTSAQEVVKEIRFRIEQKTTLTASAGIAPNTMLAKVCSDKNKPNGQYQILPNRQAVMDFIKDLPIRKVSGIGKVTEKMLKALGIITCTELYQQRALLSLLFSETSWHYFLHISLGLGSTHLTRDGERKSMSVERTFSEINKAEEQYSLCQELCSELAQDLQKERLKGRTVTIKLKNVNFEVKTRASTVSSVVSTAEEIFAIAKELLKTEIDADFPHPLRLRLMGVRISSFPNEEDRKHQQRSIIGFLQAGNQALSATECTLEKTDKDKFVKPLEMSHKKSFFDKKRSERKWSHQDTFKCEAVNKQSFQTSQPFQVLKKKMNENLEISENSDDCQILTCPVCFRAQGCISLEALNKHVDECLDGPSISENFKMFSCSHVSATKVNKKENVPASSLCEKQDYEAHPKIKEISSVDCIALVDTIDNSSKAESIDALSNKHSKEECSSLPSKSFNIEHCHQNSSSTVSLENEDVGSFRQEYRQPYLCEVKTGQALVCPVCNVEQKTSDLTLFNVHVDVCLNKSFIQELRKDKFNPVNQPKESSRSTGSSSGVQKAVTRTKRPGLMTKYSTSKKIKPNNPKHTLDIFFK
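Readout: fluorescence, taken kinetically at 0 and 10 min. Conditions: 10 nM Pol kappa, 15 min RT compound preincubation, 50 nM substrate final. Controls: enzyme-free buffer wells.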
Pol iota inh: qHTS for Inhibitors of Polymerase Iota; DNA polymerase iota (Homo sapiens), Q9UNA4; AID 588590, 2011; Potency, µM (series often up to 115 µM), inactives show top-dose activity, negative = inhibition, usual class: inhibitors; Pol iota fluorescent replication assay, 10 min; hit rate 1% among 390,000; note: potency is the fitted concentration of half-maximal effect
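Fluorescent replication assay read twice, at 0 min and 10 min after adding 50 nM (final) substrate. Enzyme (10 nM) and compounds were first incubated 15 min at room temperature; enzyme-free buffer wells were negative controls.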
ERG-DNA inh: qHTS for Small Molecule Inhibitors of the ERG Ets/DNA interaction; Transcriptional regulator ERG (Homo sapiens), P11308; fluorescence polarization, His-ERG Ets domain / labelled DNA; Potency, µM (highest dose often 76.9 µM), without a hit: at the top dose FP activity, negative = inhibition, usual class: inhibitors; hit rate 0.028% among 370,000; AID 624246, 2012; active = well fitted inhibition curve with a large enough effect in the polarisation, with a control signal flat; inconclusive = small, poorly fitted or top-dose-only effect, or effect the other way, or a change in a side signal; inactive = no such curve, though single readings can be large or run the other way; the % refers to the polarisation;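 note: polarization taken with two DNA probes labelled with fluorescein and Texas red; potency is the fitted concentration of half-maximal effect; % of control where 0% means no effect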
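His-tagged ERG Ets domain (1 uM in the protein solution; 300mM KCl, 50mM Tris-HCl, 1mM EDTA, 1mM DTT, pH 7.5) received compound, then a probe mix of 5 nM fluorescein-DNA and 100nM Texas-615-DNA. Fluorescence polarization was read for both dyes.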
Pol beta inh: qHTS Assay for Inhibitors of DNA Polymerase Beta | P06746 | Pol beta primer extension/strand displacement, fluorescence kinetic | Potency, µM (series often up to 114 µM), for inactives: top-dose activity change, negative = inhibition, usual class: inhibitors | hit rate 1.3% among 340,000; note: potency is the fitted concentration of half-maximal effect; % is set by controls: 0 for no effect and ±100 for the full control effect
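Human Pol beta at 10 nM; strand-displacement substrate 50 nM final. Compound exposure 15 min at room temperature before start, reaction 10 min at room temperature.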
APE1 inh: qHTS Assay for Inhibitors of the Human Apurinic/apyrimidinic Endonuclease 1 (APE1). hit rate 0.35% among 350,000. AID 2517, 2012. recombinant APE1, TAMRA/BHQ-2 abasic DNA cleavage fluorescence. Potency, µM (titrated, usually from 65.8 µM), inactives show at the highest dose activity change, negative = inhibition, usual class: inhibitors;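 note: potency is the fitted concentration of half-maximal effect; plate controls were vehicle for no effect and reference inhibitor for full effect; nearly all actives have a fitted effect of over 55% in size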
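Kinetic fluorescence read (525 ex/598 em nm, three reads 60 s apart) of AP-site incision; signal = third minus first read. Enzyme 0.75 nM, dual-labelled THF duplex 50 nM, compound preincubation 15 min RT.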
12-LOX inh: Primary qHTS assay for inhibitors of human arachidonate 12S-lipoxygenase (ALOX12): Round 2. Polyunsaturated fatty acid lipoxygenase ALOX12 (Homo sapiens), P18054. purified 12hLO, xylenol orange hydroperoxide absorbance. Potency, µM (series often up to 108 µM), inactives show at the highest dose activity change, negative = inhibition, hits mostly inhibitors. hit rate 1.1% among 580,000; note: potency is the fitted concentration of half-maximal effect; % is set by controls: 0 for no effect and ±100 for the full control effect
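Purified human 12hLO at 150 nM in 25 mM Hepes, 0.01% Triton X-100, pH 7.0, preincubated 15 min at room temperature with compound. Reaction started with 40 uM arachidonic acid, 30 min at room temperature. Hydroperoxide measured by Fe-xylenol orange, 573/405 nm absorbance ratio.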
Starred values were filed as active, the others as inactive; i = inactive; ? = inconclusive; / = not tested or not shown; & = joins results of further samples; [ ] = dose if it differs, or a comment. Unless noted, calls come from the whole dose curve; as a rule, active = well fitted curve in the direction sought with a large enough effect; inconclusive = small, poorly fitted or top-dose-only effect, or another doubt; inactive = no such curve, though single readings can be large; an effect the other way counts as inactive or inconclusive. A portion of the library. The share of hits here may be higher or lower than overall.

canonical_smiles,Anesthetic bind,BLM helicase inh,TRHR agonist,Pol kappa inh,Pol iota inh,ERG-DNA inh,Pol beta inh,APE1 inh,12-LOX inh
Cc1nc(-c2cccc(NC(=O)Cc3ccccc3)c2)cs1,-23%,-5%,-0.9,-11%,140%[activator],-10%,4%,-4%,-1%
Cc1cc(CC(C)C)n(-c2nc3ccccc3c(=O)n2OCc2ccccc2)n1,-24%,-9%,0.1,-8%,-5%,-11%,9%,1%,-3%
COc1ccc(OC)c(C2C(C(C)=O)=C(C)Nc3ncnn32)c1 (stereo not drawn),-4%,-4%,0.8,6%,112%[activator],1%,2%,-7%,-27%
O=C(O)CCC(=O)N1N=C(c2ccco2)CC1c1ccco1 (stereo not drawn),0%,-5%,1.6,?,50µM*,6%,9%,-29%,0%
Cc1ccc(S(=O)(=O)NCCC(=O)N2CCN(S(=O)(=O)c3cccc(F)c3)CC2)cc1C,/,/,-0.5,3%,23%,-6%,/,-6%,2%
CC(C)(C)n1nnnc1C(c1cccc(C(F)(F)F)c1)N1CCOCC1 (stereo not drawn),-10%,0%,-0.6,1%,-5%,/,10%,-5%,1%
COc1ccc(C)cc1S(=O)(=O)N1CCC(C(=O)N2CCOCC2)CC1,0%,-5%,0.0,10%,-4%,1%,30%,-2%,-13%
CCc1ccc(NC(=O)NCc2ccccn2)cc1,0%,-3%,-0.4,2%,0%,-2%,35%,7%,1%
COc1cc(-c2cc(OC)c3c(C)oc(C)c3c(=O)c2)ccc1OC(=O)c1ccccc1C,-4%,-7%,1.1,-9%,7%,15%,-26%,/,0%
O=C(CN1CCN(S(=O)(=O)c2ccc(F)cc2)CC1)NCC1(N2CCOCC2)CCCCC1,/,/,-0.2,-1%,42%[activator],5%,/,-2%,2%
O=C(COC(=O)c1cccc(F)c1)NC1CC1,-3%,-3%,-0.1,-3%,74%[activator],6%,8%,3%,-18%
CN(Cc1ccccc1)S(=O)(=O)c1ccc(N2CCOCC2)nc1,-1%,-8%,0.2,-15%,?,-3%,6%,-2%,i
CCc1c(O)nc(SCC(=O)Nc2ccccc2C)[nH]c1=O,-2%,1%,-0.1,-10%,1%,-2%,-12%,1%,0%
CCCCNC(=O)NS(=O)(=O)c1ccc(NS(=O)(=O)c2ccccc2)cc1,-16%,1%,0.1,5%,29%,-5%,-1%,2%,-24%
O=C(CCCCCCN1C(=O)c2ccccc2C1=O)NC1CCCCC1,-7%,1%,-0.4,7%,5%,2%,15%,5%,0%
COc1cc(S(=O)(=O)N2CCOCC2)ccc1NC(=O)CSc1nnc(N)s1,?,-1%,0.3,9%,12%,-11%,-7%,-1%,0%
CCOc1ccc(CN2C(=O)c3ccccc3C2=O)cc1C(=O)O,-8%,-2%,-1.1,-20%,48%[activator],5%,13%,28%,19%
Cc1ccc2nc(NCc3ccccc3)c3nnnn3c2c1,-7%,-1%,-1.5,10%,2%,7%,1%,/,-2%
COc1ccc(C(=O)OCC(=O)N2CCc3ccccc3C2)cc1OC,/,/,/,-11%,8%,1%,/,26%,6%
O=c1[nH]c2cc(F)ccc2c2ccc(F)cc12,/,/,/,-23%,?,?,/,/,-26%
O=C(Cn1ncc2c3ccccc3n(Cc3cccc(Cl)c3)c2c1=O)N1CCCCCC1,-9%,-10%,0.7,-25%,?,21%,25µM*,/,?
CC1CCc2nc(NC(=O)c3cc(C(C)(C)C)nn3C)sc2C1 (stereo not drawn),-3%,-2%,-0.4,5%,?,3%,-2%,-5%,0%
CC1CC(C)CN(CCCNC(=O)Cc2c(C(=O)O)[nH]c3ccccc23)C1 (stereo not drawn),-5%,0%,1.4,5%,3%,3%,28%,0%,3%
CCOc1ccccc1N1CCN(Cc2ccc(Br)s2)CC1,-6%,-4%,-0.1,-5%,11%,0%,-16%,-5%,?

An excerpt from above in order of molecular weight, rising:
canonical_smiles,Anesthetic bind,BLM helicase inh,TRHR agonist,Pol kappa inh,Pol iota inh,ERG-DNA inh,Pol beta inh,APE1 inh,12-LOX inh
COc1ccc(OC)c(C2C(C(C)=O)=C(C)Nc3ncnn32)c1 (stereo not drawn),-4%,-4%,0.8,6%,112%[activator],1%,2%,-7%,-27%
CN(Cc1ccccc1)S(=O)(=O)c1ccc(N2CCOCC2)nc1,-1%,-8%,0.2,-15%,?,-3%,6%,-2%,i
CC(C)(C)n1nnnc1C(c1cccc(C(F)(F)F)c1)N1CCOCC1 (stereo not drawn),-10%,0%,-0.6,1%,-5%,/,10%,-5%,1%
Cc1cc(CC(C)C)n(-c2nc3ccccc3c(=O)n2OCc2ccccc2)n1,-24%,-9%,0.1,-8%,-5%,-11%,9%,1%,-3%
CCCCNC(=O)NS(=O)(=O)c1ccc(NS(=O)(=O)c2ccccc2)cc1,-16%,1%,0.1,5%,29%,-5%,-1%,2%,-24%
COc1cc(-c2cc(OC)c3c(C)oc(C)c3c(=O)c2)ccc1OC(=O)c1ccccc1C,-4%,-7%,1.1,-9%,7%,15%,-26%,/,0%
Cc1ccc(S(=O)(=O)NCCC(=O)N2CCN(S(=O)(=O)c3cccc(F)c3)CC2)cc1C,/,/,-0.5,3%,23%,-6%,/,-6%,2%

Carrying on:
canonical_smiles,Anesthetic bind,BLM helicase inh,TRHR agonist,Pol kappa inh,Pol iota inh,ERG-DNA inh,Pol beta inh,APE1 inh,12-LOX inh
COc1cc(OC)c(NC(=O)c2c(C)oc3ncn(C)c(=O)c23)cc1Cl,4%,-2%,0.1,5%,34%,0%,14%,/,-14%
CC(C)(C)c1ccc(C(=O)NCCCNC(=O)c2cccnc2)cc1,3%,-2%,0.7,3%,1%,5%,0%,33%,-15%
O=C1NC(c2ccccc2)=NC1(NS(=O)(=O)c1ccc(Cl)cc1)C(F)(F)F (stereo not drawn),-12%,-2%,0.7,-1%,30%,-3%,13%,2%,-12%
CCNC(=O)/C(=C\C=C\c1ccccc1)NC(=O)c1ccc(Br)o1,-12%,5%,-0.1,-8%,13%,2%,40%,3%,1%
CCC(Sc1nc2ncccc2[nH]1)C(=O)NC1CCCC1 (stereo not drawn),-11%,-2%,-0.5,15%,-23%,-3%,-13%,38%,18%
COc1cccc(CN(C)C(=S)Nc2ccc(C)c(C)c2)c1,?,-6%,0.2,-6%,105%[activator],-2%,-24%,-5%,-20%
COc1cc2cnc(-c3ccccc3F)cc2cc1OC,/,/,/,-20%,13%,-7%,/,-13%,?
CCCCCCCCCCS(=O)(=O)N/N=C/c1ccccc1OC,-24%,-6%,0.5,-12%,5%,-5%,-2%,-15%,-8%
COC(=O)c1cc2sccc2n1CC(=O)Nc1ccc(C)cc1C,-2%,-2%,-0.2,-13%,13%,-11%,-29%,/,?
Cc1cc(C)cc(NC(=O)CSc2nnc(CNC(=O)c3ccco3)n2C)c1,/,/,0.0,-5%,-4%,/,/,12%,3%
CC(C)N(Cc1ccc(F)cc1)C(=O)c1cc2ccccc2oc1=O,-11%,0%,-1.6,/,/,/,60%,6%,14%
CCOC(=O)NC(NC(=S)Nc1ccc(OC)cc1)C(Cl)(Cl)Cl (stereo not drawn),6%,0%,-0.7,-14%,45%[activator],-1%,23%,3%,-15%
COC(=O)c1ccccc1NC(=O)c1ccccc1SC,-10%,-5%,-0.3,-7%,3%,-2%,-9%,5%,?
Nc1ccc(C#Cc2ccc3sc4ccccc4c(=O)c3c2)cc1,/,/,/,5%,26%,-2%,/,/,-3%
CCOc1cc2[nH]c(=O)n(CC3CCC(C(=O)NCCC(C)C)CC3)c(=O)c2cc1OCC (stereo not drawn),/,/,/,-1%,30%[activator],7%,/,/,-7%
COc1cccc(N2C(=O)CC(N3CCc4ccccc43)C2=O)c1 (stereo not drawn),-11%,-1%,-0.9,1%,-17%,-8%,-1%,15%,0%
CCCCn1c(=O)[nH]c(=O)c2c1nc(-c1ccccn1)n2CC,-8%,-1%,0.5,-4%,19%,-11%,59%,-17%,-1%&-47%
COc1ccc(N2C(=O)N(Cc3ccccc3F)c3ccccc3S2(=O)=O)cc1,4%,-10%,0.4,/,/,/,3%,-5%,/
COc1ccc([C@H]2C=C3CN(C(=O)OC(C)(C)C)S(=O)(=O)[C@H]3C[C@H]2OC(=O)c2ccc(C(F)(F)F)cc2)cc1,-7%,-7%,0.4,0%,11%,0%,?,-3%,-1%
